From PubChem BioAssay
MmCpn inh: inhibitors of Methanococcus maripaludis chaperonin (MmCpn); purified Mm-Cpn ATPase, ADP Transcreener TR-FRET; Potency, µM (series often up to 76.9 µM), inactives show top-dose activity, negative = inhibition, hits mostly inhibitors; hit rate 0.031% among 330,000; AID 504842; also: potency is read from the fitted curve at half-maximal effect; % is scaled to controls: 0 for no effect and ±100 for the full control effect; nearly all actives have a fitted effect of over 80% in size
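Eu-cryptate anti-ADP/ADP-d2 competition gives a ratio inversely related to ADP. Enzyme at 25 nM was pre-exposed to compound for 10 min, then given 10 uM ATP for 30 min, 37°C throughout.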
HepG2 viability: counter-screen for TGF-b inhibitors: cytotoxicity in HepG2 cells; HepG2 CAGA-GFP viability, ATP luminescence, 18 h; AID 588856; hit rate 0.76% among 410,000; Potency, µM (series often up to 46.1 µM), for the others: at the top dose activity change, negative = cytotoxicity, actives largely listed as cytotoxic; also: potency is read from the fitted curve at half-maximal effect; some results filed as inactive show a strong effect at the top dose
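HepG2 CAGA-GFP cells (1000/well, DMEM with 1% FBS) received compound, then TGF-beta at 500 pg/mL final, and were incubated 18 hours at 37 degrees C. Viability was read by CellTiter-Glo luminescence. Media-only wells were set as complete cell-killing and DMSO as no toxicity.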
A549 viability: kills or reduces viability of A549 cells in Nrf2 counter-screen. AID 504648. Potency, µM (titrated, usually from 46 µM), for inactives: at the highest dose activity change, negative = cytotoxicity, usual class: inhibitors. A549 ARE-Fluc cells, CellTiter-Fluor viability, 18-24 h. hit rate 0.16% among 390,000; also: potency is read from the fitted curve at half-maximal effect; % is scaled to controls: 0 for no effect and ±100 for the full control effect
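A549 ARE-Fluc cells in 5% FBS OPTI-MEM, 5000 cells/well, rested 2 h then exposed to compounds in concentration-response for 18-24 h at 37 °C. Viability by CellTiter-Fluor fluorescence (Ex 405/Em 525) after 30 min; luciferase luminescence (BugLite, 15 min, RT) read afterwards.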
pAkt inh: blocks phosphorylation of Akt; hit rate 0.32% among 360,000; activity change, % for hits at 50 µM; AID 651550; Neuro2A IGF-stimulated pAkt S473 HTRF, 20 min; stronger effect = lower value; in the data active = activity change below about -80%; inconclusive = mostly about -51% to -80%; also: % is scaled to controls: 0 for no effect and ±100 for the full control effect
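Neuro2A cells (4,500/well, DMEM with 0.5% FBS) were treated with compound at a single 50 µM final concentration, stimulated with 6 nM IGF for 20 min at 37 °C, and lysed. Phospho-Akt Ser473 was read by HTRF as 665/615 ratio ×10^4.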
TGFb inhibitor: TGF-b pathway inhibition. HepG2 CAGA-GFP TGF-b/SMAD3 reporter, GFP fluorescence, 18 h; TGF-beta stimulated, 500 pg/mL final. Potency, µM (top dose mostly 46.1 µM), for inactives: at the highest dose activity, negative = inhibition, usual class: inhibitors. hit rate 1.2% among 410,000. AID 588855; also: potency is read from the fitted curve at half-maximal effect; % is scaled to controls: 0 for no effect and ±100 for the full control effect; nearly all actives have a fitted effect of over 65% in size
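HEPG2 CAGA-GFP cells (1000/well, DMEM with 1% FBS) were pre-incubated 2 h at 37 degrees C, given compound by pin tool, then stimulated with TGF-beta at 500 pg/mL final for 18 h before per-cell GFP fluorescence imaging.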
Nrf2 inh: Nrf2 pathway inhibition. A549 ARE-Fluc reporter, luciferase luminescence, 18-24 h. Potency, µM (highest dose often 46 µM), for the others: top-dose activity change, negative = inhibition, actives largely listed as inhibitors. hit rate 2.1% among 360,000. AID 504444; also: potency is read from the fitted curve at half-maximal effect; % is scaled to controls: 0 for no effect and ±100 for the full control effect; nearly all actives have a fitted effect of over 60% in size
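Nrf2 activity is the BugLite luminescence, read 15 min after reagent at room temperature, following CellTiter-Fluor cytotoxicity readout (30 min, 37C). Compound titrations were applied for 18-24 h to 5000 A549 ARE_Fluc cells/well in 5% FBS OPTI-MEM.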
Abeta rescue: A-beta toxicity reversal in yeast | yeast expressing A-beta42, growth rescue, OD600, 48 h; response scale: 0% DMSO, 100% iron-clioquinol control | Potency, µM (highest dose often 46.1 µM), for inactives: at the highest dose growth rescue, most hits filed as activators | hit rate 0.063% among 410,000; also: potency is read from the fitted curve at half-maximal effect; nearly all actives have a fitted effect of over 55% in size
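Growth rescue measured by 600 nm absorbance after 48 h yeast culture at 30 C with compound. Values normalized between DMSO and an equimolar ferric chloride plus clioquinol control.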
Nrf2 ARE act: activates Nrf2 signaling | AREc32 ARE-luciferase reporter (MCF7-derived line), luminescence, 24 h | Potency, µM (doses to about 46.1 µM), inactives show top-dose activation, usual class: activators | hit rate 0.31% among 410,000; also: potency is read from the fitted curve at half-maximal effect; % of control where 0% means no effect; nearly all actives have a fitted effect of over 65% in size
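Luminescent ARE reporter assay in AREc32_Fluc cells: overnight plating at 37 deg C, 24 hr compound incubation, Steady-Glo added, 30 min RT before reading.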
CCT modulator: changes cytosolic chaperonin activity; hit rate 0.3% among 360,000; AID 651819; purified chaperonin ATPase assay, HTRF ADP detection, 30 min; activity change, % (concentration not given with the values), hits read low; in the data active = activity change below about -30%; also: % is scaled to controls: 0 for no effect and ±100 for the full control effect
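TRiC (40 or 20 nM final, by batch activity) in 30 mM Tris pH 7.4, 100 mM KCl, 5 mM MgCl2, 1 mM DTT was treated with compound at 76 uM single dose, then 10 uM ATP, 30 min at 37 °C. ADP was read by HTRF Transcreener.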
* hit, by the source's call; i = inactive; ? = inconclusive; . = no result given; & = joins results of further samples; [ ] = remark or other dose. Unless noted, calls follow the shape of the dose curve; as a rule, active = well fitted curve in the direction sought with a large enough effect; inconclusive = small, poorly fitted or top-dose-only effect, or another doubt; inactive = no such curve, though single readings can be large; an effect the other way counts as inactive or inconclusive. Compounds were not picked by outcome. Share with any hit: about 4.3%.

SMILES | MmCpn inh | HepG2 viability | A549 viability | pAkt inh | TGFb inhibitor | Nrf2 inh | Abeta rescue | Nrf2 ARE act | CCT modulator
Cc1ccc(S(=O)(=O)N(C)C[C@H]2OCc3cnnn3CCCC(=O)N([C@@H](C)CO)C[C@H]2C)cc1 | . | -4% | . | i | 4% | . | -5% | -0.1% | -1.0
CSc1nsc(SCC(=O)Nc2nncs2)n1 | -4% | 14% | 5% | i | 4% | -12% | -11% | 1.9% | -0.3
CN(C)CCN(C(=O)C1CCCCC1)c1nc2cc3c(cc2s1)OCCO3 | . | -23% | . | i | -22% | . | 4% | 0.2% | -1.4
Cc1ccc(S(=O)(=O)Nc2ccccc2C(=O)N2CCOCC2)cc1 | -1% | 2% | 5% | i | 3% | 0% | -9% | 0.9% | 1.0
CCOC(=O)c1c(N)sc(=S)c2c1CCC2 | ? | -11% | -19% | i | 1% | ? | 3% | 0.6% | -1.3
Fc1cccc(Cl)c1Cn1nnc(-c2ccc(N3CCOCC3)cc2)n1 | 2% | -19% | 0% | i | -3% | 0% | -3% | -0.7% | -0.7
CCOc1ccc2[nH]c(=O)c(CN(Cc3nnnn3CCc3ccccc3)CC3CCCO3)cc2c1 (centres undefined) | 0% | -8% | 0% | i | ? | . | 0% | 1.3% | -1.5
COc1ccc(N/C(=N\c2nc(C)cc(C)n2)NC(=O)C(C)C)cc1OC | 2% | -25% | -1% | i | ? | -21% | 3% | -0.8% | 0.5
CC1CCN(S(=O)(=O)c2ccc(Br)s2)CC1 | 0% | -13% | 0% | . | 5% | -13% | 2% | 0.1% | -2.0
CCOc1ccc(C(CC(=O)Nc2cc(C)c(Cl)cc2OC)N2Cc3ccccc3C2=O)cc1OC (centres undefined) | . | 15% | -14% | . | 13% | 15% | 11% | 0.0% | .
CC(C)(C)OC(=O)C[C@@H]1C/C=C\C[C@H](CC(=O)N(CCO)Cc2ccccc2)C(=O)NC[C@H](c2ccccc2)OC1=O | -5% | -10% | 1% | i | -13% | -11% | 3% | 0.2% | 0.0
CCC(C(=O)NCCC1=CCCCC1)n1nc(C)c2c(C)n(-c3ccccc3)nc2c1=O (centres undefined) | ? | -3% | -3% | i | ? | -15% | 0% | -1.1% | -0.2
COc1cc(/C=N/NC(=O)COc2ccc([N+](=O)[O-])cc2)ccc1OCC(=O)N1CCOCC1 | -3% | -5% | -2% | i | -28% | -9% | -10% | 2.0% | -2.7
COc1ccc(C(=O)O/N=C(\N)c2ccccn2)c(OC)c1 | -1% | -39% | -3% | i | 4% | ? | -25% | -2.5% | -3.9
c1ccc(CNc2nc(-c3cccs3)nc3ccccc23)cc1 | -8% | -35% | 0%&-11% | i | ? | ? | -30% | 11% | -1.5
COc1ccc(C(=O)NCC(c2ccc3c(c2)OCO3)N2CCN(c3ccc(F)cc3)CC2)cc1 (centres undefined) | . | -25% | ? | . | ? | . | 26% | 5.8% | .
C=C1C(=O)C2=CC1CCC(=O)C1(C)CCC(OC(C)=O)C(C)(C)C1CC2O (centres undefined) | . | -98% | ? | i | 2.8µM* | 15µM* | 7% | ? | 0.7
CCCN(CCC)CCNC(=O)c1cc2c(=O)n(C)c3ccccc3c2n1C | -1% | -32% | 4% | i | 2% | 7% | -5% | 17% | 0.0
O=C1CC(C(=O)N2CCc3ccccc32)CN1c1cccc(C(F)(F)F)c1 (centres undefined) | 0% | 8% | -1% | i | 1% | 1% | 8% | -0.3% | -2.7
COc1ccccc1N1CCN(C(=O)c2sc3ncnc(N4CCN(c5ccccn5)CC4)c3c2C)CC1 | -15% | 0% | -8% | i | ? | ? | 4% | -1.0% | 0.5
COc1ccc(CSc2nnnn2-c2ccc(O)cc2)cc1F | 1% | -16% | ? | i | -4% | 15µM* | 13% | 7.4% | -2.8
COc1ccc(-c2cc(C(F)(F)F)nc(SCC(=O)N(C)Cc3cn(C)nc3C)n2)cc1OC | -3% | 4% | -1% | i | -6% | ? | -11% | 4.5% | 2.4
O=C(COC(=O)Cc1cccs1)Nc1cccc(S(=O)(=O)N2CCOCC2)c1 | 0% | 11% | 1% | i | 4% | 4% | 0% | -0.3% | -1.4
CCc1ccccc1NC(=O)Cn1c(-c2nonc2N)nc2ccccc21 | . | -1% | 0% | . | -22% | 10% | -8% | 0.1% | .
COc1ccc(-c2csc3nc(C)nc(N4CCN(C(C)=O)CC4)c23)cc1OC | -2% | 3% | -1% | i | -9% | -2% | -4% | 12% | -2.8

Continued:
SMILES | MmCpn inh | HepG2 viability | A549 viability | pAkt inh | TGFb inhibitor | Nrf2 inh | Abeta rescue | Nrf2 ARE act | CCT modulator
O=C(O)CSC(=S)N1CCCC1 | 1% | -5% | 0% | i | -9% | 5% | 9% | -0.6% | -0.4
COc1ccc(C2Nc3ccccc3C(=O)N2O)cc1CN1CCOCC1 (centres undefined) | 0% | -5% | 2% | i | -14% | 1% | -27% | 0.9% | -1.4
COC(=O)c1cc(S(=O)(=O)N2CCN(c3cccc(C)c3)C(C)C2)c[nH]1 (centres undefined) | 0% | 6%&-21% | 1%&3% | i | 5%&-23% | -3%&-23% | 1%&-17% | -0.7%&0.1% | -0.4
Cc1ccc(C(C)C)c(Oc2nnnn2-c2ccccc2)c1 | 1% | -20% | -13% | i | ? | ? | 11% | 0.3% | -3.1
CCN(CC)C(=O)CSc1n[nH]c(=O)n1CCc1ccccc1 | -2% | -7% | 2% | i | -9% | -9% | 1% | 0.3% | -1.9
Cc1sc2nc(COC(=O)c3ccc(N4CCCC4)c([N+](=O)[O-])c3)[nH]c(=O)c2c1C | -4% | 9% | -1% | i | 0% | -7% | 8% | 0.3% | 0.3
CCCCOc1ccc(C(=O)NCC(=O)NC(C)CCc2ccccc2)cc1 (centres undefined) | -2% | -26% | 0% | i | 0% | -3% | -6% | -0.2% | -2.8
CC(C)CNC(=O)COCc1cc(-c2ccc3c(c2)OCO3)on1 | -1% | -22% | 0% | i | 0% | ? | -13% | 5.7% | -7.2
COc1ccc(OC)c(S(=O)(=O)N2c3cc(F)ccc3CCC2C)c1 (centres undefined) | . | -20% | -2%[1.84 µM] | i | -15% | 8% | 27% | -0.5% | -2.7
Cc1cc(N2CCCCC2)nc2ccc(NC(=O)CCC(=O)N3CCN(c4ccccc4)CC3)cc12 | . | -29% | -10% | . | ? | ? | -7% | 7.5% | .
O=Nc1c(O)[nH]c2ccc(F)cc12 | 0% | -12% | 0% | i | -9% | -25% | 12% | 3.1% | 3.4
Cc1ccc(SCC(=O)OCC(=O)NCCC2=CCCCC2)cc1 | -1% | -9% | 7% | i | -23% | 10% | -2% | 0.3% | 0.7
COc1ccc(/C=N/N(C)c2cc(=O)n(C)c(=O)[nH]2)cc1OC | 1% | -4% | 13% | i | -1% | 17% | 2% | 2.1% | -2.7
Cc1c(Cl)cccc1NC(=O)CC(C(=O)O)C1CCCO1 (centres undefined) | 1% | -2% | -1% | . | -4% | 7% | 3% | -1.0% | -3.0
COC(=O)c1sc(S(=O)(=O)N2CC(C)OC(C)C2)c(C(=O)OC)c1C (centres undefined) | -2% | 3% | -4% | i | -3% | -14% | 14% | -0.5% | -3.4
CCOC(=O)c1c(NC(=O)CSc2nnc(-c3ccc(C)cc3)o2)sc(C(C)=O)c1C | 1% | -10% | 8% | i | -8% | 9% | -7% | -0.3% | -2.4
O=C(Nc1nnc(S(=O)(=O)N2CCCCCC2)s1)c1ccccc1F | -7% | -20%&-30% | -5%&2% | i | -23%&-26% | ? | 4%&2% | 0.1%&4.4% | -3.2
O=C(Nc1ccc(NC(=O)C2CC2)nc1)c1ccco1 | -15% | 1% | -12% | i | 1% | 7% | -2% | -0.3% | 0.9
Cc1cc(C)n(C(=O)CNC(=O)c2cccs2)n1 | 3% | 54% | -8% | i | 14% | -15% | 4% | -0.3% | -1.1
O=C(COc1cc(Cl)c(Cl)cc1Cl)NC(=O)NC1CCCC1 | -7% | -32% | 0% | i | 0% | ? | 23% | 3.1% | 1.2
Cc1cccc(NC(=O)c2ccc3ccccc3n2)c1C | 0% | -40% | 7% | i | ? | ? | -31% | 5.4% | 0.9
O=C(NCc1ccccn1)c1c(O)c2c([nH]c1=O)CCCC2 | -2% | -17% | 2% | i | 2% | -1% | 0% | 0.0% | 0.8
CC(=O)C1=C(C)NC(SCc2cccc3ccccc23)=C(C#N)C1c1ccco1 (centres undefined) | ? | 1% | 10% | i | -21% | -7% | -46%[inhibitor] | 3.1% | -0.2
CC(C)[C@@H](CSc1ccccc1)N1CCN(Cc2ccccc2)CCC1=O | 3% | -12%&-21% | -5% | i | -2%&-10% | 12% | 1% | 0.0% | -0.7
COCCCNC(=O)c1sc2nc3n(c(=O)c2c1C)CCC3 | . | -2% | -7% | . | 5% | -14% | -7% | 0.0% | .

Random excerpt: 3 records from the list
SMILES | MmCpn inh | HepG2 viability | A549 viability | pAkt inh | TGFb inhibitor | Nrf2 inh | Abeta rescue | Nrf2 ARE act | CCT modulator
CC(C)[C@@H](CSc1ccccc1)N1CCN(Cc2ccccc2)CCC1=O | 3% | -12%&-21% | -5% | i | -2%&-10% | 12% | 1% | 0.0% | -0.7
Cc1sc2nc(COC(=O)c3ccc(N4CCCC4)c([N+](=O)[O-])c3)[nH]c(=O)c2c1C | -4% | 9% | -1% | i | 0% | -7% | 8% | 0.3% | 0.3
COc1ccc(/C=N/N(C)c2cc(=O)n(C)c(=O)[nH]2)cc1OC | 1% | -4% | 13% | i | -1% | 17% | 2% | 2.1% | -2.7
